Source: PubChem BioAssay
PAX8 reporter – inhibitors of PAX8 transcriptional activity in RMG-I cells | RMG-I TPO-luciferase reporter, SteadyGlo, 24 h | inhibition, % at 12.6 µM | 1.2% of 360,000 active | AID 652154;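 active means mean replicate inhibition at least 60% with every replicate also reaching 60%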;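 further: luciferase light reporting Pax8 driven TPO promoter activity; plate controls were median of neutral control wells for no effect and mitoxantrone controls for full effect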
ARNT TACC3 PPI – disruptors of human ARNT/TACC3 interaction. Q9Y6A5. AlphaScreen His-ARNT PAS-B/GST-TACC3 binding, luminescence; TACC3 fragment carries E629A point mutation. inhibition, % at 9.99 µM. 0.66% of 390,000 active. AID 623870;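 active means mean inhibition of replicates at least 50% and at least half of replicates each reaching 50%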;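 further: 0% = complete ARNT plus TACC3 wells and 100% = ARNT alone without TACC3; many hits fall short of the cut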
Active calls of the source: *. A portion of the library. The share of hits here may be higher or lower than overall.

Structure | PAX8 reporter | ARNT TACC3 PPI
CC(=O)N1CCN(c2ccc(Oc3nnnn3-c3ccccc3)cc2)CC1 | -4 | -15
Cc1noc(C)c1COc1ccc(C(=O)NCC2CCCO2)cc1 (stereo not drawn) | -22 | -2
CCOC(=O)N1CCN(C(=O)c2ccc3c(=O)n(-c4ccc(F)cc4)c(=S)[nH]c3c2)CC1 | 0 | -3
CCOc1ccccc1NC(=O)C1CCCN(C(=O)NCc2ccccc2)C1 (stereo not drawn) | 1 | 2
COC(=O)c1cc2oc3ccccc3c2n1CC(=O)N1CCCc2ccccc21 | 13 | -7
COC1(OC)C(/C=C/c2ccc(C)cc2)C(C#N)(C#N)C1(OC)OC (stereo not drawn) | 85* | 10
CCCCCCCCCCCC(=O)NC(C(=O)OCC)C(O)c1cccc([N+](=O)[O-])c1 (stereo not drawn) | 3 | -1
CC(=O)Nc1sc2c(c1CN1CCN(c3ccc(F)cc3)CC1)CCCC2 | 11 | -1
O=C(c1cccnc1NCc1ccccc1)N1CCOCC1 | 2 | -5
CC(C)CC(=O)Nc1ccccc1N1CCOCC1 | 3 | 1

In the list so far, these have four or more nitrogen atoms.
Structure | PAX8 reporter | ARNT TACC3 PPI
CC(=O)N1CCN(c2ccc(Oc3nnnn3-c3ccccc3)cc2)CC1 | -4 | -15
CCOC(=O)N1CCN(C(=O)c2ccc3c(=O)n(-c4ccc(F)cc4)c(=S)[nH]c3c2)CC1 | 0 | -3

Later entries
Structure | PAX8 reporter | ARNT TACC3 PPI
CCOC(=O)C1C(=O)NC(SCC(N)=O)=C(C#N)C1c1ccccc1OCC (stereo not drawn) | 26 | -3
CC1(C)OC(=O)C(=CNc2cccc(C(=O)O)c2)C(=O)O1 | -23 | -1
O=C(Nc1ccc2nsnc2c1)c1cccs1 | -24 | -7
COc1nc(-c2ccc(Cl)cc2)ccc1-c1noc(-c2cccs2)n1 | 1 | -2
O=C(NC1CCCCC1)c1cccc(COCC(F)(F)F)c1 | -20 | -6
Cc1ccc2oc(Nc3nc(C)cc(C)n3)nc2c1 | -98 | -5
Cn1c(CN2CCOCC2)nnc1SCC(=O)NC1CCCCC1 | -13 | -4
S=C(Nc1ccc(N2CCOCC2)cc1)Nc1ccc2nc(-c3ccco3)c(-c3ccco3)nc2c1 | -24 | 15
ONC(=Nc1ccc(Cl)cc1)c1ccccc1 | 6 | -7
CCCCOc1ccc(N(CC(=O)NCC2CCCO2)C(=O)CCC(=O)Nc2cc(C)ccn2)cc1 (stereo not drawn) | 9 | 0

Complete entries as entered above:
Shown for ONC(=Nc1ccc(Cl)cc1)c1ccccc1 : PAX8 reporter = 6; ARNT TACC3 PPI = -7
Shown for S=C(Nc1ccc(N2CCOCC2)cc1)Nc1ccc2nc(-c3ccco3)c(-c3ccco3)nc2c1 : PAX8 reporter = -24; ARNT TACC3 PPI = 15
Shown for CCOC(=O)C1C(=O)NC(SCC(N)=O)=C(C#N)C1c1ccccc1OCC (stereo not drawn) : PAX8 reporter = 26; ARNT TACC3 PPI = -3

Remaining list, next part
Structure | PAX8 reporter | ARNT TACC3 PPI
COc1ccc(CCNc2nc3c(c(=O)n(C)c(=O)n3C)n2C)cc1OC | 2 | -6
Oc1ccc2c(c1)C1CCCC1(N1CCOCC1)O2 (stereo not drawn) | 21 | -9
O=C(O)c1cccc2c1C(=O)N(Cc1ccncc1)C2 | 26 | -7
Cc1ccccc1NC1=C(Cl)C(=O)OC1OC(C)C (stereo not drawn) | -20 | -2
Cc1ccc(S(=O)(=O)NNC(=O)C2CCN(S(=O)(=O)c3ccc(C)cc3)CC2)cc1 | 10 | 0
CN(C)/C=C/C(=O)c1ccc(Cl)cc1 | -32 | -3
O=C(NCCc1ccncc1)c1ccccc1F | -12 | 10
Cc1cc(C)n(Cc2nc3ccccc3n2C)n1 | 24 | -2
Cc1cccn2c(=O)c3cc(C(=O)N4COCC4(C)C)n(C)c3nc12 | -25 | -9
CCn1c(CNc2ccc(OC)cc2)nnc1SCC(=O)Nc1ccc(F)cc1 | 13 | 3
Cc1cc(C(=O)O)c(S(C)(=O)=O)s1 | 19 | -3
O=S(=O)(NCc1ccco1)c1cccc(S(=O)(=O)N2CCCCC2)c1 | -5 | -7
COc1ccc2[nH]c(=O)c(C(c3nnnn3C3CCCC3)N(C)C3CCCCC3)cc2c1 (stereo not drawn) | 0 | 9
COc1ccccc1NC(=O)N1CCCC(C(=O)Nc2cccc(C)c2C)C1 (stereo not drawn) | 16 | -1
Cc1ccc(CSc2nnc(-c3ccc(S(=O)(=O)N4CCCC4)cc3)o2)cc1 | 3 | -4
N#Cc1c(N)sc(=S)c2c1CCCCC2 | -1 | -15
Cc1ccc([N+](=O)[O-])cc1NC(=O)CN(C(=O)c1ccc(Cl)cc1)C1CCCCC1 | 9 | 5
COc1ccc(Cn2c(C)c(C)c(C#N)c2NC(=O)Nc2ccc(Cl)cc2)cc1 | 9 | 1
CCOC(=O)Cc1csc(NC(=O)COc2ccc(N(C)S(=O)(=O)c3ccc(C)cc3)cc2)n1 | -7 | 5
CCN(CC)S(=O)(=O)c1ccc(OC)c(NC(=O)CSc2ccccc2)c1 | -1 | -1
CCC(C(=O)O/N=C(\N)c1cccc(C)c1)c1ccccc1 (stereo not drawn) | -50 | -5
CC12CN3CC(C)(CN(C1)C3c1ccc(Br)cc1)C2 (stereo not drawn) | -13 | -1
Cc1ccccc1NS(=O)(=O)c1ccc(C)c(C(N)=O)c1 | 10 | 0
CCOC(=O)CN1C(=O)Nc2ccc(Br)cc2C1c1ccccc1 (stereo not drawn) | 10 | 2
Cn1cc(SCC(=O)O)c2ccccc21 | 2 | 3
CC(CCc1ccccc1)NC(=O)c1ccc(Br)o1 (stereo not drawn) | -4 | -4
CCn1c(=O)c(C(=O)CN2CCCc3ccccc32)c(N)n(Cc2ccccc2)c1=O | 20 | 6
CCS(=O)(=O)N1CCC(C(=O)Nc2cccc(C(C)=O)c2)CC1 | 6 | -4
CCOc1ccc(CCNC(=O)c2cc3sc(Cl)cc3n2C)cc1OCC | -7 | -2
Fc1ccc(-c2cc(C(F)(F)F)nc(N3CCCCC3)n2)cc1 | -4 | -9
O=C(Nc1ccccc1)Nc1nnc(-c2ccccc2)o1 | -7 | 1
FC(F)(F)c1cnc(N2CCC(=NOCc3ccc(Cl)cc3)CC2)c(Cl)c1 | 17 | -18
C=CCn1c(O)c(C(CC)=NCc2cccnc2)c(=O)[nH]c1=O | 26 | 11
CCCNC(=O)c1ccc(Cl)c(Cl)c1 | -20 | -19
COc1cc(-c2cc(C(=O)N3CCN(c4ccccn4)CC3)c3ccccc3n2)cc(OC)c1OC | -7 | 3
O=C(CCn1nnc2ccccc21)N1CCC(O)(c2cccc(F)c2)CC1 | 1 | -4
Cc1ccc(NC(=O)c2ccc(OC(=O)CCN3C(=O)c4ccccc4C3=O)cc2)cc1 | -207 | -2
Cc1ccc(C2C(C#N)=C(N)Oc3c2oc(CO)cc3=O)o1 (stereo not drawn) | 1 | 12
CCOC(=O)C1=C(C)N=c2s/c(=C3\C(=O)Nc4ccccc43)c(=O)n2C1c1ccc2c(c1)OCO2 (stereo not drawn) | 29 | -2
CC(C)(C)CC(=O)Nc1cccc2c1CCCC2 | 5 | -6
c1ccc(N2CCN(c3ccccc3)C2c2cccs2)cc1 | -72 | -2
O=C(NC1CCS(=O)(=O)C1)c1ccccc1C(=O)c1ccccc1 (stereo not drawn) | 1 | -3
CCOCc1nnc(NC(=O)CSc2ccc(C)cc2)s1 | 9 | 0
CCOc1ccc2c(c1)C(c1ccccc1)=NNC(c1ccccc1)=N2 | -21 | 6
CCc1nnc(NC(=O)CCC(=O)N2CCCC2)s1 | -3 | -2
CC(C)(C)n1nnnc1C(c1ccccn1)N(Cc1ccccc1)Cc1ccc(Cl)cc1 (stereo not drawn) | 20 | 1
O=C(CSc1ncnc2nc[nH]c12)N1CCN(c2ccccc2)CC1 | -25 | 8
Cc1c(C(=O)Nc2ccncc2)oc2ccccc12 | -46 | -9
CCOC(=O)c1nn(-c2ccc(Cl)cc2)c2nc(CC)c(C#N)c(=O)n12 | 9 | -7
Cc1ccccc1-n1nnnc1SCc1csc(-c2ccccc2)n1 | 6 | -9

Next part:
Structure | PAX8 reporter | ARNT TACC3 PPI
O=C(NCc1ccco1)c1cc2n(n1)C(C(F)(F)F)CC(c1ccc(Br)cc1)N2 (stereo not drawn) | 18 | -7
Cc1ccc2c(c1)nnn2C1CCN(C(=O)C23CC4CC(CC(C4)C2)C3)CC1 | 24 | -9
O=C(O)c1ccc(Oc2cccc([N+](=O)[O-])c2)cc1C(=O)O | -19 | -4
CN1CCN(S(=O)(=O)c2ccc(Br)s2)CC1 | -2 | -8
COc1ccc(CCNc2nc(-c3cccnc3)cs2)cc1OC | -24 | 1
CC(C)(C)c1ccc(CN2C3=NCCCN3c3ccccc32)cc1 | 24 | 3
CC(Cc1ccccc1)NC(=O)C1(c2ccccc2)CCOCC1 (stereo not drawn) | -12 | -1
O=C(Cn1nnc(-c2ccc(Cl)cc2)n1)NC1CC2CCC1C2 (stereo not drawn) | 2 | -4
COc1cc(C(=O)O/N=C2\C=CC(=O)C(C)=C2)cc(OC)c1OC | -16 | -1
COc1ccc(-c2cc3nc(C)cc(N)n3n2)cc1 | 20 | -5

Carrying on:
SMILES	PAX8 reporter	ARNT TACC3 PPI
CCCc1[nH]nc2c1C(c1cc(OC)cc(OC)c1)C(C#N)=C(N)O2 (stereo not drawn)	-3	0
CCSc1nc2c(c(=O)[nH]c(=O)n2C)n1C	-10	-4
Cc1onc(-c2ccccc2)c1C(=O)NCc1cccs1	-13	-9
CCOC(=O)C(C)N1N=C(/C=C/c2ccc(C)cc2)CCC1=O (stereo not drawn)	1	8
CC(C)CCNC(=O)c1cccc(S(=O)(=O)N2CCc3ccccc32)c1	17	17
Cc1nn(-c2ccccc2)cc1/C=N/O	-37	0
O=c1c2cc(N3CCOCC3)ccc2[nH]c(=S)n1Cc1ccco1	-31	9
CCCc1nnc(SCC(=O)N2CCCCC2C)n1CC (stereo not drawn)	9	1
Cc1ccccc1OCc1nc2c3cnn(C)c3ncn2n1	-44	-10
O=S(=O)(NCc1cc(-c2ccccc2)no1)c1ccc(Cl)cc1	4	-7
O=[N+]([O-])c1cccc(C(=Nc2ccc(Cl)cc2)NO)c1	23	7
Cn1c(=O)cc(SCC(=O)N2CCCC2)c2ccc(Cl)cc21	4	7
N/C(=N\OC(=O)CCC1CCCCC1)c1cccnc1	-102	-6
CCNC(=O)C(C)Sc1ccc(Cl)cc1 (stereo not drawn)	7	-6
CN(C)c1ccc(-c2nc3n(n2)C(c2cccnc2)C2=C(CC(C)(C)CC2=O)N3)cc1 (stereo not drawn)	-3	2
CC(C)CNC(=O)COC(=O)/C=C/c1ccccc1[N+](=O)[O-]	16	0
CCC1(C(=O)OC)NC(c2cccc(F)c2)C2C(=O)N(C)C(=O)C21 (stereo not drawn)	5	2
COc1ccc(C(=O)N2CCOCC2)cc1Br	5	-16
CC(C)(O)C1=NOC(c2ccccc2)C1 (stereo not drawn)	-45	3
O=C(COc1ccc(Cl)cc1)NCc1nnc(SCC(=O)N2CCCCC2)o1	14	-9
COc1cccc(NC(=O)N2CCC(C(=O)Nc3ccc(C)cc3C)CC2)c1	6	21
Cc1oc(C2CC2)cc1C(=O)O	10	-1
CN1OC(COC(=O)c2ccc(Cl)cc2)CC1c1ccccc1 (stereo not drawn)	2	-3
O=C(Nc1ccc(Cl)cc1)c1ccncc1	-24	-21
CCOC(=O)N1CCC(NCCNC(=O)c2ccccc2Cl)CC1	-2	3
CCn1c(=O)cc(OCC(=O)Nc2ccc3c(c2)OCCO3)c2ccccc21	-15	0
COc1ccc(-n2c(C)csc2=S)cc1	9	-2
C/C(CC(=O)Nc1cccc(Cl)c1)=N\NC(=O)Cc1ccc(Cl)cc1	-4	41
CC1CCN(c2ccccc2NC(=S)NC(=O)c2ccc(-c3cccc([N+](=O)[O-])c3)o2)CC1	10	8
CCSc1nc2ccccc2n1Cc1ccccc1F	-9	-8
C=CCn1c(SCc2cccnc2)nnc1-c1ccncc1	4	-4
Cc1cc(C(F)(F)F)n2nc(-c3sccc3-n3cccc3)cc2n1	-4	-1
C=CCc1cc(C(=O)N2CCCCC2)ccc1O	-39	-2
COc1cc(CN2CCN(c3cccc(C)c3C)CC2)cc(OC)c1O	22	1
O=C(c1ccccc1)N1CCSC1=S	13	-4
CCOC(=O)c1c(NC(=O)Nc2ccc(Cl)cc2)sc(C)c1C	-10	-4
CC(C)C1Oc2ccccc2N(CC(=O)N(Cc2ccccn2)C2CC2)C1=O (stereo not drawn)	1	-1
CCOC(=O)CN(c1ccccn1)S(=O)(=O)c1ccccc1	12	-8
Cc1ccc2cccc(NC(=S)NC(=O)c3ccccc3)c2n1	1	2
O=C(CSc1nnc(CNC(=O)c2cccs2)o1)NCCc1ccccc1	4	4
Cn1sc(NC(=O)c2ccccc2Cl)nc1=O	-10	2
CCN(CC)c1nc2ccccc2[nH]1	-9	0
O=C(NCc1cccs1)C(NS(=O)(=O)c1cccc2nsnc12)c1ccccc1 (stereo not drawn)	-11	0
CCCNC(=O)N1CCC(C(=O)c2cccc(F)c2)CC1	5	2
CC1CCN(C(=O)c2cc(F)c(F)cc2Cl)CC1	-9	-6
Cn1c(=O)c2c(nc(NCc3ccc4c(c3)OCO4)n2Cc2ccccc2Cl)n(C)c1=O	20	-4
O=C(Nc1ccc(Sc2ccc(Br)cc2)cc1)c1ccco1	-65	1
Cc1cc(C(=O)c2cnc(/N=C/N(C)C)s2)cc(C)c1O	-8	-6
Cc1ccc(C(CC(=O)c2ccco2)SCCO)cc1 (stereo not drawn)	-141	0

Three entries out of the list, sorted by SMILES length, low to high.
SMILES	PAX8 reporter	ARNT TACC3 PPI
CCSc1nc2ccccc2n1Cc1ccccc1F	-9	-8
CC1CCN(C(=O)c2cc(F)c(F)cc2Cl)CC1	-9	-6
O=C(CSc1nnc(CNC(=O)c2cccs2)o1)NCCc1ccccc1	4	4
